Screening results from PubChem.
A549 viability: counter-screen for Nrf2 inhibitors: cytotoxicity in A549 cells | actives 0.16% (n = 390,000) | Potency, µM (highest dose often 46 µM), for the others: at the top dose activity change, negative = cytotoxicity, actives largely listed as inhibitors | A549 ARE-Fluc cells, CellTiter-Fluor viability, 18-24 h | AID 504648; note: % is set by controls: 0 for no effect and ±100 for the full control effect
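A549 ARE_Fluc cells in 5% FBS OPTI-MEM were exposed to compounds in concentration-response for 18-24 h at 37 deg C. Viability was read by CellTiter-Fluor fluorescence (Ex 405/Em 525) after 30 min, before the luciferase read.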
TGFb inhibitor: blocks TGF-b signaling | HepG2 CAGA-GFP TGF-b/SMAD3 reporter, GFP fluorescence, 18 h; TGF-beta stimulated, 500 pg/mL final | Potency, µM (top dose mostly 46.1 µM), inactives show top-dose activity, negative = inhibition, actives largely listed as inhibitors | actives 1.2% (n = 410,000); note: % is set by controls: 0 for no effect and ±100 for the full control effect; nearly all actives have a fitted effect of over 65% in size
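Inhibition was scored as loss of TGF-beta-induced (500 pg/mL final, 18 hours, 37 degrees C) GFP in HEPG2 cells carrying a CAGA-GFP reporter, in DMEM with 1% FBS. Well GFP was summed per cell; Activity was normalised to unstimulated and stimulated DMSO wells, then concentration-response fitting.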
ATXN2 expr inh: ATXN2 expression inhibition. HEK-293 ATXN2-luciferase reporter, luminescence, 24 h. Potency, µM (titrated, usually from 57 µM), without a hit: at the top dose activity change, negative = inhibition, actives largely listed as inhibitors. actives 0.72% (n = 360,000). AID 1745845; note: % is set by controls: 0 for no effect and ±100 for the full control effect; nearly all actives have a fitted effect of over 55% in size
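ATXN2-luciferase reporter cells (luciferase flanked by upstream and downstream ATXN2 gene portions) were treated 24 h at 37 °C with compounds at up to 57 uM. SteadyGlo luminescence gave expression; GF-AFC fluorescence gave viability.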
HepG2 viability: counter-screen for TGF-b inhibitors: cytotoxicity in HepG2 cells; HepG2 CAGA-GFP viability, ATP luminescence, 18 h; actives 0.76% (n = 410,000); Potency, µM (titrated, usually from 46.1 µM), for inactives: at the top dose activity change, negative = cytotoxicity, most hits filed as cytotoxic; AID 588856; note: some results filed as inactive show a strong effect at the top dose
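HepG2 CAGA-GFP cells (1000/well, DMEM with 1% FBS) received compound, then TGF-beta at 500 pg/mL final, and were incubated 18 hours at 37 degrees C. Viability was read by CellTiter-Glo luminescence. Media-only wells were set as complete cell-killing and DMSO as no toxicity.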
EPAC2 antag: EPAC2 (human) antagonism; Q8WZA2; EPAC2 GEF exchange of Rap1B-BODIPY-GDP, fluorescence; Potency, µM (top dose mostly 114 µM), for inactives: at the highest dose activity, negative = inhibition, actives largely listed as inhibitors; actives 0.18% (n = 360,000); AID 720708; note: % is set by controls: 0 for no effect and ±100 for the full control effect; nearly all actives have a fitted effect of over 45% in size; many of its hits are not listed in these tables
Target sequence (Q8WZA2 whole entry, looked up): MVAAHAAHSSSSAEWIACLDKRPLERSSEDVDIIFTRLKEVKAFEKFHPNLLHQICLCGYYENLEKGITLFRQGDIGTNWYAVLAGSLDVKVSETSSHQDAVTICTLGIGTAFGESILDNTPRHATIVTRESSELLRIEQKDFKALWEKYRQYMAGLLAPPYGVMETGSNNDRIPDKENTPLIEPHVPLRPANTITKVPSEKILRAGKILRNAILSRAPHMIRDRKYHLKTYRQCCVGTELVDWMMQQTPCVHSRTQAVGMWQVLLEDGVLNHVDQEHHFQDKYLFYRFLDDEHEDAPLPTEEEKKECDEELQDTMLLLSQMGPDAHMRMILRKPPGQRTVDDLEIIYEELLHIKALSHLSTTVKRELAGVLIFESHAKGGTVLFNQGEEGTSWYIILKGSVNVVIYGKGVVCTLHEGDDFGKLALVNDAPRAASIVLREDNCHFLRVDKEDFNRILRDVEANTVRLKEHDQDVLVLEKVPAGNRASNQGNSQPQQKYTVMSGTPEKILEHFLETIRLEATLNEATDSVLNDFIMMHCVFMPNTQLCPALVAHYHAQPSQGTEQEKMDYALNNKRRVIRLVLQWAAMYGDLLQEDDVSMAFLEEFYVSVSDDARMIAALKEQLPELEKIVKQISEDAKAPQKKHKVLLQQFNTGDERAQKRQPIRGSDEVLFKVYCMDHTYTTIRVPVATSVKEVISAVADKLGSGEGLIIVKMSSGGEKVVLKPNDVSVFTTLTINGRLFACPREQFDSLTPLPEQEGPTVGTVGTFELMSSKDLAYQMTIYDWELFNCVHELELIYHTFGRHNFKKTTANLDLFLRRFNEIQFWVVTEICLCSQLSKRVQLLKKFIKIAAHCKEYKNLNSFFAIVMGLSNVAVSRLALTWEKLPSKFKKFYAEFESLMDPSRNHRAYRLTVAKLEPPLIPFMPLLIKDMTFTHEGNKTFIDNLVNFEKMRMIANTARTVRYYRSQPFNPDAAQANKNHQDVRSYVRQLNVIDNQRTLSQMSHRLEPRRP
Nrf2 block: Nrf2 pathway inhibition. AID 504444. A549 ARE-Fluc reporter, luciferase luminescence, 18-24 h. Potency, µM (titrated, usually from 46 µM), for the others: at the highest dose activity change, negative = inhibition, usual class: inhibitors. actives 2.1% (n = 360,000); note: % is set by controls: 0 for no effect and ±100 for the full control effect; nearly all actives have a fitted effect of over 60% in size
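Nrf2 activity is the BugLite luminescence, read 15 min after reagent at room temperature, following CellTiter-Fluor cytotoxicity readout (30 min, 37C). Compound titrations were applied for 18-24 h to 5000 A549 ARE_Fluc cells/well in 5% FBS OPTI-MEM.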
Nrf2 ARE act: Nrf2 pathway activation; AREc32 ARE-luciferase reporter (MCF7-derived line), luminescence, 24 h; actives 0.31% (n = 410,000); Potency, µM (titrated, usually from 46.1 µM), for the others: top-dose activation, most hits filed as activators; note: % of control where 0% means no effect; nearly all actives have a fitted effect of over 65% in size
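Luciferase luminescence (Steady-Glo, 30 min at room temperature) served as the read-out of ARE activation in AREc32 cells treated with compounds for 24 hr at 37 deg C.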
MCF10A rereplic: induces DNA re-replication in MCF 10a normal breast cells; actives 2.9% (n = 350,000); MCF 10A DNA re-replication, Hoechst nuclear intensity, 48 h; Potency, µM (highest dose often 46.1 µM), for inactives: top-dose activity, positive = re-replication, actives largely listed as activators; AID 624296; note: % of control where 0% means no effect; nearly all actives have a fitted effect of over 50% in size
ATXN viability: reduces viability in counter-screen for ATXN expression inhibitors; S2 cells (HEK-293 line with an ATXN2-luciferase reporter) viability, CellTiter-Fluor protease fluorescence, 24 h; Potency, µM (series often up to 56.7 µM), hits mostly cytotoxic; actives 0.49% (n = 400,000); AID 651635; note: nearly all actives have a fitted effect of over 40% in size
Active calls of the source: *; i = inactive; ? = inconclusive; . = not tested or not shown; & = joins results of further samples; [ ] = another dose, or the depositor's remark. Calls come from the whole dose curve; as a rule, active = well fitted curve in the direction sought with a large enough effect; inconclusive = small, poorly fitted or top-dose-only effect, or another doubt; inactive = no such curve, though single readings can be large; an effect the other way counts as inactive or inconclusive. Potency is the fitted concentration of half-maximal effect.

SMILES	A549 viability	TGFb inhibitor	ATXN2 expr inh	HepG2 viability	EPAC2 antag	Nrf2 block	Nrf2 ARE act	MCF10A rereplic	ATXN viability
COc1ccccc1NC(=O)Cn1nc(C)n2cccc2c1=O	24%&5%	-15%&147%	.	-9%&99%	-8%	-14%&26%	4.5%&3.8%	2%	i
COc1cccc(-n2c(-c3ccc(Cl)cc3)cc3c2CC(C)(C)CC3=O)c1	-21%	1%	-6%	-26%	.	-7%	0.1%	.	i
O=c1nc(SCc2cccc(C(F)(F)F)c2)nc2ccccn12	2%	0%	-9%	-20%	?	-5%	4.7%	-1%	i
N#C/C(=C\c1cc([N+](=O)[O-])c(N2CCCCC2)cc1N1CCCCC1)c1nn(-c2ccccc2)c(N)c1C#N	?	4%	21%	-2%	1%	-26%	0.2%	-6%	i
CCC(C)(C)NC(=S)Nc1ccccc1C	-2%	-15%	11%	4%	1%	-3%	0.4%	?	?
COc1ccccc1C1CC(c2ccco2)=NN1c1ccccc1 (stereo not drawn)	11%	-28%	-10%	-17%	-4%	0%	1.1%	?	i
O=S(=O)(c1ccc(Oc2ncnc3scc(-c4ccccc4)c23)cc1)N1CCOCC1	-5%	24%	-6%	3%	4%	16µM*	4.1%	21µM*	i
CC(C)=CCn1c2ccc(NC(=O)Nc3cccnc3)cc2c(=O)n1C	.	-9%	3%	4%	11%	.	-1.4%	.	i
CCOC(=O)CCCNC(=O)COC(=O)[C@@H]1CCCN1S(=O)(=O)c1ccc(Cl)cc1	5%	4%	2%	-17%	4%	1%	-0.5%	3%	i
COc1ccc2nc(N/C(N)=N/C(=S)Nc3c(C)cccc3C)nc(C)c2c1	-11%	?	.	-4%	12%	?	-0.4%	?	?
CC(NC(=O)C1CCN(S(=O)(=O)c2cccc3cccnc23)CC1)c1ccccc1 (stereo not drawn)	9%	9%	-1%	5%	2%	5%	0.1%	0%	i
O=[N+]([O-])c1ccc2nc(SCc3ccccc3Cl)sc2c1	0%[1.84 µM]	?	8%	-29%	-4%	?	3.1%	13µM*	i
COc1ccc2nc(Nc3ccc4c(c3)OCO4)sc2c1	-10%	0%	-7%	-23%	1%	?	4.7%	19%	?
N#Cc1ccc(OCC(=O)Nc2cc(S(=O)(=O)N3CCCCC3)ccc2N2CCCCC2)cc1	-3%	-29%	-18%	0%	6%	4%	-0.7%	2%	i
COc1ccc(NC(=O)/C=C/c2ccc3c(c2)OCO3)cc1	-2%	3%	4%	13%	4%	10%	-1.1%	-4%	i
CCCCCCCCNS(=O)(=O)CCNC1CCCCC1	2%	18µM*	?	-93%	10%	18%	5.5%	-22%	?
COc1ccc(OC)c(NC(=O)CSC2=Nc3ccccc3C3=NC(CCC(=O)NCc4ccco4)C(=O)N23)c1 (stereo not drawn)	2%	19%	.	-16%	.	.	-0.8%	.	.
CC1(C(=O)NS(=O)(=O)c2ccc(C#N)cc2)CCN1C(=O)CCc1ccc(Cl)cc1Cl (stereo not drawn)	.	15%	-7%	2%	0%	.	-0.6%	.	i
CSc1cccc(NC(=O)C2CC(=O)N(Cc3ccccc3)C2)c1 (stereo not drawn)	1%	-22%	-5%	-7%	1%	9%	-0.7%	1%	i
O=C(COC(=O)CC1CCCC1)Nc1ccccc1[N+](=O)[O-]	-1%	2%	11%	9%	-11%	13%	-0.7%	9%	i
O=C(Nc1ccc(Oc2ccccc2)nc1)C1CCCCN1Cc1ccc(OCCO)cc1 (stereo not drawn)	2%	5%	.	7%	0%	-9%	0.5%	-2%	i
Fc1ccc(-c2csc3ncnc(N4CCN(Cc5ccccc5)CC4)c23)cc1	-6%	-3%	-2%	9%	11%	6%	0.1%	-3%	?
COc1cccc(CC(=O)Nc2ccc3nc(C)sc3c2)c1	10%	0%	9%	4%	8%	14%	3.5%	-9%	i
Cc1cccc(N(CC(=O)NCC2CCCO2)C(=O)CCC(=O)Nc2nccs2)c1 (stereo not drawn)	-2%	11%	-1%	-4%	14%	-5%	-0.5%	-2%	i
CC(C)CC(=O)NCC1(N(C)C)CCCCC1	-3%	-18%	-5%	-7%	.	3%	0.1%	.	i
O=C(Nc1ccccc1N1CCCCC1)c1ncoc1-c1ccc(F)cc1	22%	-4%	-22%	-24%	0%	?	5.6%	?	i
COc1ccc(OC)c(C2Nc3c(C)cc(C)cc3-c3cc(C)nn32)c1 (stereo not drawn)	-19%	?	-8%	-20%	.	?	3.3%	.	?
O=C1NC(=O)c2cc([N+](=O)[O-])cc3cccc1c23	-24%	-6%	-38%	-12%	-3%	?	27%	?	i
Cc1cccc2c1ncc1c(=O)n(-c3ccccc3)[nH]c12	-6%	-7%	41%[activator]	-3%	1%	?	2.0%	10%	i
COc1cccc(-n2c(SCC(=O)NC3CC3)nc3ccccc3c2=O)c1	.	1%	.	-8%	3%	.	-1.5%	.	i
CN1/C(=C/C2CC(=O)N(c3cccc4ccccc34)C2=O)C(C)(C)c2ccccc21 (stereo not drawn)	-3%	-6%	7%	2%	3%	?	0.4%	?	i
CC(C)(C)NC(=O)CN(C(=O)CNS(=O)(=O)c1ccccc1)c1ccc2c(c1)OCCO2	1%	-10%	1%	-39%	4%	0%	0.3%	13%	?
CCOC(=O)C1CCN(c2ncnc3c2c(-c2ccccc2)cn3-c2ccc(C)cc2)CC1	3%	-5%	-19%	19%	11%	8%	-0.4%	-3%	i
CC1CCN(S(=O)(=O)CCNC(=O)c2ccc(F)cc2)CC1	-3%	2%	-8%	4%	0%	7%	-0.5%	28%	i
CN(C)C(=O)CCC(=O)N1CCCC(C(=O)c2ccc(C(F)(F)F)cc2)C1 (stereo not drawn)	-1%	0%	-11%	-6%	19%	7%	-0.2%	2%	i
Cc1cc[n+](-c2[nH]c(=O)sc2/C=N/NC([S-])=Nc2ccccc2)cc1	-23%	8%	1%	-1%	-2%	-8%	0.4%[9.22 µM]	-2%	i
COC(=O)c1cc2sc(Cl)cc2n1Cc1nc(-c2ccccc2)oc1C	1%	3%	-7%	2%	?	2%	-1.1%	-1%	i
C[C@H]1CC[C@]2(O[C@@H](CCO)C[C@H](O)[C@H]2O)O1	0%	1%	-5%	-31%	4%	0%	-0.8%	4%	i
COc1ccc(-c2cc(C(=O)N3CCOCC3)c3cc(C)ccc3n2)cc1	-6%	5%	46%[activator]	-4%	1%	5%	3.8%	4%	i
COc1ccc(/C=C/c2ccncc2)cc1OC	-5%	10%	21%	0%	8%	5%	3.6%	4%	i
Fc1ccc(CSc2nnc(Cc3sc(-c4ccccc4)nc3-c3ccccc3)o2)cc1	-5%	-27%	-1%	-33%	-2%	-23%	-0.7%	-5%	i
CC(=O)N(Cc1cccc(Br)c1)c1ccc(N2CCOCC2)c(Cl)c1	1%	-23%	.	-23%	9%	?	4.2%	-3%	i
CC1(C)Cc2cccc(OCC(=O)Nc3cccnc3)c2O1	2%	-9%	3%	1%	0%	3%	-0.5%	2%	i
COc1ccc(CN(C)C(=O)Cc2c[nH]c3ccccc23)c(OC)c1OC	2%	0%	-12%	5%	0%	-20%	0.2%	0%	i
CC(=O)Nc1ccc(S(=O)(=O)N2CCC(C(=O)N[C@@H](C)C(=O)NC3CCCC3)CC2)cc1	1%	1%	1%	1%	-9%	17%	-1.3%	-5%	i
O=C(NCc1cccnc1)C1CCN(S(=O)(=O)c2cccs2)CC1	6%&7%	2%	14%	-5%	2%	-18%	-0.1%	-23%	i
C/C(=N/NC(=O)c1ccco1)c1cccc(NC(=O)c2ccc(C)s2)c1	-4%	5%	11%	8%	4%	1%	4.6%	3%	?
CC1CCCCN1c1nnc(N)s1 (stereo not drawn)	6%	17%	9%	-27%	-6%	6%	-0.4%	5%	i
COc1ccc(CNC(=O)C(=O)N2CCC3(CC2)OCCN3S(=O)(=O)c2ccc(C)cc2)cc1	-2%	-1%	-2%	0%	-5%	0%	0.1%	-2%	i
CC(C)c1ccccc1NC(=O)COC(=O)Cc1c[nH]c2ccccc12	8%	?	0%	-7%	-7%	-12%	2.6%[9.22 µM]	7%	i
COc1cc(C(=O)Nc2cc(C(F)(F)F)ccc2N2CCOCC2)ccc1OCC(=O)N1CCOCC1	-13%	-6%	2%	-30%	7%	13%	-0.4%	1%	i
Cn1c(SCC(=O)N2CC(=O)Nc3ccccc32)nnc1C(F)(F)F	2%	-4%	5%	3%	14%	15%	-0.3%	3%	i
COc1ccc(NS(=O)(=O)c2cccc(C(=O)N(C)Cc3ccc(SC)cc3)c2)cc1	10%	?	-17%	-24%	-2%	?	0.3%	16%	i
CN1C(=O)CC(N2CCC(c3nc4ccccc4[nH]3)CC2)C1=O (stereo not drawn)	13%	9%	2%	-12%	13%	-9%	0.3%	-5%	i
COc1ccc(/C=C/C(=O)OCC(=O)N(C)CC(=O)Nc2ccc(C)cc2)c(OC)c1	-1%	-6%	15%	6%	-1%	2%	3.8%	-1%	i
C=CCn1c(COc2cccc(C)c2)nnc1SCC(=O)NC(=O)NCc1ccco1	11%	3%	2%	-1%	2%	4%	0.6%	18µM*	i

Entries from the list above with a nitro group on carbon (four):
SMILES	A549 viability	TGFb inhibitor	ATXN2 expr inh	HepG2 viability	EPAC2 antag	Nrf2 block	Nrf2 ARE act	MCF10A rereplic	ATXN viability
N#C/C(=C\c1cc([N+](=O)[O-])c(N2CCCCC2)cc1N1CCCCC1)c1nn(-c2ccccc2)c(N)c1C#N	?	4%	21%	-2%	1%	-26%	0.2%	-6%	i
O=[N+]([O-])c1ccc2nc(SCc3ccccc3Cl)sc2c1	0%[1.84 µM]	?	8%	-29%	-4%	?	3.1%	13µM*	i
O=C(COC(=O)CC1CCCC1)Nc1ccccc1[N+](=O)[O-]	-1%	2%	11%	9%	-11%	13%	-0.7%	9%	i
O=C1NC(=O)c2cc([N+](=O)[O-])cc3cccc1c23	-24%	-6%	-38%	-12%	-3%	?	27%	?	i

A portion of the library; rates above refer to the full screens.
